From PubChem BioAssay
DDE Tn7 FP inh = disrupts Tn7 cyclic peptide binding to fibrin D-Dimer-E complex. inhibition, % at 8.3 µM. AID 720508. FP displacement of FITC-Tn7 peptide from fibrin DD(E); 0% = median of compound wells per plate. actives 0.13% (n = 370,000);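 active = inhibition above the mean of compounds falling within the control limits plus 3 SD of them, cut at about 14% in these data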;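 note: 0% = plate median of compound wells and 100% = 10 µM Aha-Tn7 peptide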
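Assay system: Human clot-derived fibrin DD(E) complex | Buffer or medium: Tris/NaCl/CaCl2 buffer, pH 7.8 | Repeats: One replicate per compound | Benchmarks: Aha-Tn7 high control | Measure: % inhibition scaled between sample-field median and high-control FP | Schedule: 10 min plus 3 h, room temperature | Signal: Fluorescence polarization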
ARFGAP1 inhibitor = inhibits rat ARF GTPase activating protein 1 | Arfgap1-stimulated ARF1 GTP hydrolysis, GDP FP detection | inhibition, % at 16.5 µM | actives 0.26% (n = 360,000) | Q62848;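 active = inhibition above a per-plate limit, mean inhibition of low control wells plus 3 SD, cut at about 25% in these data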;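 note: 0% = DMSO wells with enzyme and 100% = wells lacking Arfgap1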
Target sequence (Q62848 1-136 limits assumed): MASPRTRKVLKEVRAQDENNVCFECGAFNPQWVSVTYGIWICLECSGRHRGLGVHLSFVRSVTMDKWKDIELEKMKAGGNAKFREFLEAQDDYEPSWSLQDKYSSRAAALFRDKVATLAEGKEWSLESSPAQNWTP
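Material: rat Arfgap1 GAP domain (His6, aa 1-136), purified enzyme. Also added: human ARF1(Δ1-17)-GTP substrate. Compound dosing: 16.5 µM single point, 1.26% DMSO. Timing: enzyme reaction 120 min at 25 °C after 20 min preincubation. Signal: GDP detection by fluorescence polarization. Read-out basis: percent inhibition of GAP-stimulated GDP formation, scaled between DMSO and no-Arfgap1 medians.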
UHRF1 MBD2 ctr = blocks human UHRF1 binding to methylated DNA | UHRF1 binding to methylated oligo, TR-FRET | inhibition, % at 4.4 µM | actives 0.75% (n = 370,000) | AID 687016; in the data active = inhibition above about 21%;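 note: UHRF1 SRA domain binding a hemimethylated CpG hairpin DNA probe; 0% = median of test compound wells and 100% = reference inhibitor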
KLK7 zymogen act = proKLK7 (human) activation, primary screen. P49862. purified proKLK7, EDANS-DABCYL substrate fluorescence; 100% is mature enzyme control, 0% vehicle. activation, % at 7 µM. actives 0.9% (n = 370,000);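 active = activation above the mean of all tested compounds plus 3 SD, computed per campaign excluding outliers beyond control limits, cut at about 13% in these data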
Target sequence (P49862 whole entry, looked up): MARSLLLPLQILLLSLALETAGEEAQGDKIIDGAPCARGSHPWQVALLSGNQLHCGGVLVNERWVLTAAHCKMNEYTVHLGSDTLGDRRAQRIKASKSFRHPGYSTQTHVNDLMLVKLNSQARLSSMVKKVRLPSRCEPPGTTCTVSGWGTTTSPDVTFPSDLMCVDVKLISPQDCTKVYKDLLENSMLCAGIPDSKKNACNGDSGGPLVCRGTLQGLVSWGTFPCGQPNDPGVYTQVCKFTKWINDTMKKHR
Tn6 DDE FP = disrupts Tn6 cyclic peptide binding to fibrin D-Dimer-E complex; actives 0.21% (n = 370,000); Fibrin DD(E) TRITC-Tn6 fluorescence polarization displacement; AID 720509; inhibition, % at 8.3 µM; P02675;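 active = inhibition above a per-campaign cutoff: mean of compounds within control limits plus 3 SD, cut at about 15% in these data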;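 note: 0% = median of all compound wells on the plate and 100% = blocking peptide control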
PLC-gamma1 inh = inhibitors of human phospholipase C gamma1; purified PLC-gamma1, fluorogenic substrate, fluorescence; P19174; actives 0.84% (n = 370,000); AID 720700; inhibition, % at 12.2 µM; in the data active = inhibition above about 9.5%
ASAP1 GAP inh = inhibitors of human ASAP1 ArfGAP activity; actives 0.19% (n = 360,000); inhibition, % at 16.5 µM; Q9ULH1; ASAP1-stimulated ARF1 GTP hydrolysis, GDP FP detection; in the data active = inhibition above about 25%;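 note: 0% = vehicle with enzyme and substrate and 100% = no enzyme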
NR1D1 modulator = modulators of human Rev-erb alpha DNA binding; actives 0.79% (n = 370,000); activity, % at 10 µM; P20393; Rev-erbα–FITC-DNA binding, fluorescence polarization, 90 min;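 active = activity above about 14%, limit read from the data; passing the limit was not always enough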;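 note: 0% = DMSO wells with 35 nM protein and 100% = DMSO wells with 750 nM protein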
Target sequence (P20393 whole entry, looked up): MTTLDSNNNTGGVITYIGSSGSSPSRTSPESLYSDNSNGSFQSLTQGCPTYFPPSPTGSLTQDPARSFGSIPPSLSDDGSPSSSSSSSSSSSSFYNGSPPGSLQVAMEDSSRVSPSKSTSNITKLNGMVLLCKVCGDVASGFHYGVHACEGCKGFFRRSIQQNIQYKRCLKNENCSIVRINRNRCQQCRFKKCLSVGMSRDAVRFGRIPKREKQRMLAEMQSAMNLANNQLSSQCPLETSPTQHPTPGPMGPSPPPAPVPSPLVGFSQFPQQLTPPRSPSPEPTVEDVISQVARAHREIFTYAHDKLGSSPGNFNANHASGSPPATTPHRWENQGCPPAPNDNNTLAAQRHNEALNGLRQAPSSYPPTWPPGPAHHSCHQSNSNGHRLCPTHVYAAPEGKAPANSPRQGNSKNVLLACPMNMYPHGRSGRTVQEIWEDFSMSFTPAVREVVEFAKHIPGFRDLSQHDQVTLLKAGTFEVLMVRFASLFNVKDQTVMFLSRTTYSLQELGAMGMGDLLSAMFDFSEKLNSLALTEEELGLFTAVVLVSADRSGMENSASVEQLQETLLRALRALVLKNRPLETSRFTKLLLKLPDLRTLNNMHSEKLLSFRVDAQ
sPLA2-III inh = Blocks human group III sPLA2 activity | Q9NZ20 | inhibition, % at 12.2 µM | actives 0.56% (n = 370,000) | QFRET BODIPY PC-A2 liposome hydrolysis, fluorescence;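 active = inhibition above mean plus 3 SD of compounds lying within the high and low control bounds, cut at about 19% in these data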;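 note: 0% = median of test compound wells and 100% = no enzyme DMSO wells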
PLC-beta3 inh = PLC-beta3 (human) inhibition, primary screen; actives 0.18% (n = 370,000); inhibition, % at 12.2 µM; Q01970; Purified PLC-beta3, fluorogenic substrate, fluorescence; in the data active = inhibition above about 11%;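 note: 0% = median of compound wells on plate and 100% = full blocker control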
* hit, by the source's call; i = inactive; / = no result given. Not a hit list, and some 4.5% of all compounds hit somewhere here.

SMILES	DDE Tn7 FP inh	ARFGAP1 inhibitor	UHRF1 MBD2 ctr	KLK7 zymogen act	Tn6 DDE FP	PLC-gamma1 inh	ASAP1 GAP inh	NR1D1 modulator	sPLA2-III inh	PLC-beta3 inh
CC(NC(=O)c1cc(F)c(F)c(F)c1F)c1ccc(-n2ccnc2)cc1 (centres undefined)	0	8	0	-0.4	3	-1	11	-1	0	-4
Cc1ccsc1C(=O)OCC(=O)Nc1c(C)n(C)n(-c2ccccc2)c1=O	5	12	0	-0.8	-10	0	-4	0	8	-2
CCC(=O)N1CCN(c2ccccc2NC(=O)COc2cccc(C)c2C)CC1	8	-13	-3	0.7	1	0	6	3	6	-2
Cc1ccc(NC(=O)CSc2nnc(CNC(=O)c3ccccc3F)o2)cc1Cl	-10	2	-3	0.5	-10	4	5	-3	-19	-9
COc1ccc2cc(C3(C)NC(=O)N(CC(=O)NCCC4=CCCCC4)C3=O)ccc2c1 (centres undefined)	3	-6	-3	-0.1	7	1	9	2	-30	0
COc1ccc(C(=O)NCC(c2ccc(F)cc2)N2CCOCC2)cc1S(=O)(=O)N1CCCC1 (centres undefined)	3	1	0	0.6	0	-2	-4	1	0	-2
Cc1cc(C)n(-c2nc3c(c(=O)n(C)c(=O)n3C)n2CCO)n1	2	5	0	0.0	2	-1	-5	6	3	5
Cc1ccc(S(=O)(=O)CC(O)COc2ccccc2C#N)cc1 (centres undefined)	-5	4	9	-0.4	-1	-1	1	2	1	2
CC(=O)Nc1cccc(C(=O)NC(C)c2ccc(-n3ccnc3)cc2)c1 (centres undefined)	6	15	-1	0.5	1	-3	1	4	3	-2
CC(C)C(NS(=O)(=O)c1ccc2c(c1)OCCO2)C(=O)NCCc1ccccn1 (centres undefined)	0	7	5	-0.3	-3	2	-6	-2	2	-1
CCCNC(=O)NCCc1ccncc1	-1	13	1	-0.5	7	-3	-7	2	-2	1
O=C(O)c1cc(=O)n(Cc2ccccc2)c(=O)[nH]1	4	8	6	-0.5	-1	4	16	1	18	-7
CC(=O)Oc1ccc(C(=O)NCc2ccc3c(c2)OCO3)cc1	-1	5	-1	-0.1	4	0	-16	0	-2	-6
COC(=O)C1=C(C)N(C)C(C)=C(C(=O)OC)C1c1ccccc1C	2	12	1	0.3	0	-7	0	6	5	-3
COc1cccc(C(=O)NNC(=O)Cc2csc(N)n2)c1	6	1	-7	0.4	1	1	-3	0	-2	-4
CC1=C(C(=O)NCCCOC(C)C)C2(CCC(C)CC2)OC1=O (centres undefined)	-1	-4	7	0.6	-2	3	11	7	2	2
O=C(NCc1ccco1)c1ccccc1-c1nc(-c2ccccc2)no1	8	-5	2	0.5	-2	2	-1	-5	-6	-1
Cc1cccc(NC(=S)NC2CC3CCCC(C2)N3CC(C)C)c1 (centres undefined)	-2	1	2	0.3	-1	3	-3	2	14	4
CCCCC1CCC(c2nc(-c3ccccn3)no2)CC1 (centres undefined)	-7	11	2	1.1	0	9.8*	5	7	7	3
CC(=O)OC[C@@H]1CN(Cc2ccccc2)C[C@H](n2cnc3c(NC(C)C)ncnc32)O1	-5	1	2	0.0	6	2	-2	-2	1	2
O=C(c1ccco1)N1N=C(c2ccc(Cl)cc2)CC1c1ccco1 (centres undefined)	0	-3	0	0.1	2	2	4	12	2	-7
Cc1cc(N2CCN(C3CCCC3)CC2)n2c(nc3ccccc32)c1C#N	7	-7	0	-13	-1	-394	-7	3	3	-408
COc1cccc(CN(C)CC(=O)Nc2cccc(S(=O)(=O)N(C)c3ccccc3)c2)c1OC	-6	1	1	0.7	-10	-2	-2	4	-1	-5
COc1ccc2[nH]c3c(c2c1)CCN1C(=O)C(CC(=O)NCc2cccc(C(F)(F)F)c2)C[C@H](C(=O)N2CCCCC2)[C@@]31C (some centres undefined)	-1	-8	0	-0.4	-2	1	2	6	5	0
COc1ccc(C(CNC(=O)COc2cc(C)ccc2Cl)N2CCCCC2)cc1 (centres undefined)	-1	8	-1	0.8	4	1	-9	-5	2	3

Reformatted: 2 of the compounds above
Every second line gives: DDE Tn7 FP inh	ARFGAP1 inhibitor	UHRF1 MBD2 ctr	KLK7 zymogen act	Tn6 DDE FP	PLC-gamma1 inh	ASAP1 GAP inh	NR1D1 modulator	sPLA2-III inh	PLC-beta3 inh
Cc1cccc(NC(=S)NC2CC3CCCC(C2)N3CC(C)C)c1 (centres undefined)
    -2	1	2	0.3	-1	3	-3	2	14	4
CCCCC1CCC(c2nc(-c3ccccn3)no2)CC1 (centres undefined)
    -7	11	2	1.1	0	9.8*	5	7	7	3

(continued)
SMILES	DDE Tn7 FP inh	ARFGAP1 inhibitor	UHRF1 MBD2 ctr	KLK7 zymogen act	Tn6 DDE FP	PLC-gamma1 inh	ASAP1 GAP inh	NR1D1 modulator	sPLA2-III inh	PLC-beta3 inh
Oc1ccc(C[C@@H]2CNCCN2CCC23CC4CC(CC(C4)C2)C3)cc1	6	2	2	0.8	4	3	1	3	14	-1
Cc1ccc(S(=O)(=O)N2CCN(Cc3cc(=O)n4ccccc4n3)CC2)c(C)c1	-4	21	1	0.6	-1	-8	-7	0	9	-38
Oc1ccc(/C=N/NC(=S)NCCN2CCOCC2)c(O)c1	-6	-13	-4	-8.4	5	-14	-8	0	-2	-11
O=C(Cn1ccc([N+](=O)[O-])n1)NCC1CCCO1 (centres undefined)	-6	1	-4	0.4	-13	4	3	-7	2	-3
O=S(=O)(Nc1ccc(Br)cc1)N1CCOCC1	0	2	-1	0.1	9	3	-7	5	-5	-2
COc1ccc(CCNC(=O)c2cnc3ccccn3c2=O)cc1	6	11	5	0.1	-11	-25	0	14	21*	-37
CCCCN(C(=O)c1ccccc1Br)C(c1ccc(OC)cc1)c1nc2ccccc2[nH]1 (centres undefined)	0	4	0	0.3	5	1	12	1	-7	-1
CC(=O)c1ccc(NC(=O)[C@@H]2CCCN2C(=O)OC(C)(C)C)cc1	2	1	-1	-0.6	-2	3	-1	-4	0	1
COc1ccc(C)cc1NC(=O)CCNS(=O)(=O)c1cccc(C(F)(F)F)c1	-16	13	2	-0.6	3	6	10	-5	-6	-4
CCc1cc(=O)oc2cc(OCC(=O)O)c(Cl)cc12	1	0	2	-0.3	4	-15	-1	-5	10	-16
CCOc1nc(OCC)c2[nH]c(C(=O)O)c(Br)c2n1	-8	-8	2	0.8	6	3	-8	4	0	2
COc1ccc(N2CCN(Cc3cc(=O)oc4cc(C)c(Cl)c(C)c34)CC2)cc1	0	4	-3	-0.5	10	1	2	-5	-7	4
CCOc1cc(/C=N/N2CCOCC2)ccc1OCc1ccc(C(=O)OC)o1	-7	6	0	-0.4	-4	2	-8	-4	-11	3
CC(NC(=O)NNC(N)=S)(C(F)(F)F)C(F)(F)F	-8	-6	0	-0.2	-1	3	-17	-5	7	-6
CN(c1ccccc1)c1nc(N)c([N+](=O)[O-])c(Nc2ccccc2F)n1	-3	-3	-1	0.7	-1	3	-6	8	-3	-3
Cc1cccc(CCNC(=O)CC2C(=O)NCCN2Cc2ccccc2C)n1 (centres undefined)	-4	-5	-1	0.4	0	-9	4	-2	0	-14
CC(C)CNC(=O)COC(=O)/C=C/c1ccccc1[N+](=O)[O-]	3	2	-1	-0.2	-8	2	7	-2	4	-2
O=C(COC(=O)CNC(=O)c1cccc(F)c1)NCCC1=CCCCC1	-2	9	3	-0.4	-5	1	-7	2	2	0
O=C(NCC1CCCO1)C1CC(=O)N(c2ccc(Cl)cc2)C1 (centres undefined)	-1	17	1	-0.2	-3	1	-5	3	-1	-1
NC(=O)c1ccsc1NC(=O)COC(=O)/C=C/c1ccc([N+](=O)[O-])cc1	2	-15	2	0.0	8	-2	-8	-20	5	0
CCOC(=O)c1ccccc1NC(=O)Cn1cnc2c(oc3ccccc32)c1=O	3	-1	5	0.8	3	-2	3	5	2	-2
CC(C)(C)C(=O)Nc1ccc(-c2nc3ccccc3c(=O)o2)cc1	2	2	4	0.2	3	-1	6	-5	-1	-4
COc1cc(C(=O)NCCOc2ccccc2C)cc(OC)c1OC	0	6	5	-0.6	-10	-2	-8	3	16	-3
CC1(C(=O)NS(=O)(=O)Cc2ccccc2)CCN1C(=O)Cc1ccccc1Cl (centres undefined)	-8	-5	1	0.1	-3	4	10	1	4	3
Clc1ccc(C2=CC(c3ccco3)n3ncnc3N2)cc1 (centres undefined)	16*	0	-13	2.7	-3	-454	-6	-3	-24	i

Next compounds follow:
SMILES	DDE Tn7 FP inh	ARFGAP1 inhibitor	UHRF1 MBD2 ctr	KLK7 zymogen act	Tn6 DDE FP	PLC-gamma1 inh	ASAP1 GAP inh	NR1D1 modulator	sPLA2-III inh	PLC-beta3 inh
Cc1noc(C)c1COC(=O)c1cc(=O)[nH]c2ccccc12	-1	9	-1	-15	2	-90	9	-4	-7	-115
CN1C2C=C(N(CCc3c[nH]c4ccccc34)C(=O)c3ccc(Cl)cc3)CC1CC2 (centres undefined)	-6	8	-3	-0.4	-4	4	-12	/	-32	4
COc1ccccc1N1CCN(C(=O)C2CCC(CNS(=O)(=O)c3ccc(NC(C)=O)cc3)CC2)CC1 (centres undefined)	-13	-4	3	-0.1	-3	2	-3	-3	-14	-4
O=C(NC1=NCCS1)c1ccccc1Br	5	0	3	-0.1	4	0	-14	-5	1	-2
O=C(Oc1ccccc1C(=O)Nc1ccccc1)c1ccccc1Br	1	-13	5	2.1	-1	-3	-4	9	-5	-11
S=C(Nc1cccc(Br)c1)OC1CCC12CCC(c1ccccc1)CC2 (centres undefined)	-3	/	3	-0.3	1	-2	/	2	0	0
CC1CC(CCC(=O)NC(=S)Nc2ccc(S(N)(=O)=O)cc2)C(=O)O1 (centres undefined)	0	0	0	0.5	1	-1	-17	-2	-1	4
C[C@@H]1CN([C@@H](C)CO)C(=O)CCCn2cc(nn2)CO[C@H]1CN(C)C(=O)c1ccc2ccn(C)c2c1	-4	-2	6	0.5	-1	-5	1	0	4	-9
COc1ccc(NS(=O)(=O)c2cc(NC(=O)c3cccc(OCc4c(C)noc4C)c3)ccc2OC)cc1	0	7	1	0.5	3	5	11	7	-19	0
Cc1cccn2c(=O)c(C=Nc3ccccc3)c(NCCO)nc12	7	0	-3	7.8	2	-102	6	-3	13	-97
O=C(Cc1ccc(NC(=O)C2CCCN(C(=O)C3CCCC3)C2)cc1)Nc1cccc(C(=O)N2CCCCC2)c1 (centres undefined)	-11	22	19	1.0	7	-3	7	2	-10	0
CCOC1=NC(=C(c2ccccc2)c2ccccc2)OC1=O	0	-1	2	-0.2	4	3	0	2	9	0
Brc1cccc(CNCc2cccs2)c1	2	-2	-5	-0.3	-1	1	1	9	-1	1
